# Assay outcomes from PubChem BioAssay.
# aGlu spleen mod – inhibitors or activators of human alpha-glucosidase in spleen homogenate | human spleen homogenate, 4-MU-alpha-glucoside fluorescence | hit rate 0.006% among 240,000 | Potency, µM (highest dose often 79.9 µM), for inactives: at the highest dose activity change, negative = inhibition, actives largely listed as inhibitors | P10253;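 note: 0% = enzyme with vehicle and -100% = no enzyme basal signal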
#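 Human spleen homogenate (1 ug) with 4-methylumbelliferyl-alpha-D-glucopyranoside (1 mM final) in 50 mM citrate/phosphate pH 5.0, 0.01% Tween-20; 40 min at 37 C. Stopped at pH 10; 4-MU fluorescence Ex 365/Em 440 nm; AC50 by Hill fit.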
# GAA inhib – inhibitors of human lysosomal alpha-glucosidase; P10253; purified human GAA, 4-MU-alpha-glucoside fluorescence; Potency, µM (series often up to 76.9 µM), for inactives: top-dose activity change, negative = inhibition, hits mostly inhibitors; hit rate 0.005% among 200,000; AID 1466;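 note: plate controls were uninhibited enzyme wells for no effect and no-enzyme background for full effect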
#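 AC50 values come from Hill fits of compound titrations (up to 77 uM) against 4 nM human enzyme. Substrate 4-methylumbelliferyl-alpha-D-pyranoside at 400 uM, pH 5.0 citrate buffer, 20 min room temperature; fluorescence Ex 365/Em 440 after alkaline stop.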
# HttQ103 aggreg – inhibitors of mutant huntingtin aggregate formation in PC12 cells; Potency, µM (doses to about 46.1 µM), inactives show top-dose activity change, negative = inhibition, hits mostly inhibitors; hit rate 1.1% among 220,000; PC12 HttQ103-GFP aggregates, Acumen cytometry, 40 h; note: % is set by controls: 0 for no effect and ±100 for the full control effect; nearly all actives have a fitted effect of over 60% in size
#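 Ecdysone-promoter PC12 model expressing HTT exon 1 Q103 fused to GFP, induced by tebufenozide at 100 nM final. Compounds titrated; aggregates sized 1–25 µm scored on a 488 nm laser cytometer.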
# RGS12 GoLoco inh – inhibitors of human Gai1-RGS12 GoLoco interaction (red fluorophore); Gai1:RGS12 GoLoco peptide FP, rhodamine, 10 min; P63096; hit rate 0.44% among 230,000; AID 880; Potency, µM (doses to about 61.6 µM), for the others: top-dose activity, negative = inhibition, most hits filed as inhibitors; active = well fitted inhibition curve with a large enough effect, not every such curve was filed as active; inactive = no such curve, though single readings can be large or run the other way; note: % is set by controls: 0 for no effect and ±100 for the full control effect; nearly all actives have a fitted effect of over 30% in size; many of its hits are not listed in these tables
# Target sequence (P63096 whole entry, looked up): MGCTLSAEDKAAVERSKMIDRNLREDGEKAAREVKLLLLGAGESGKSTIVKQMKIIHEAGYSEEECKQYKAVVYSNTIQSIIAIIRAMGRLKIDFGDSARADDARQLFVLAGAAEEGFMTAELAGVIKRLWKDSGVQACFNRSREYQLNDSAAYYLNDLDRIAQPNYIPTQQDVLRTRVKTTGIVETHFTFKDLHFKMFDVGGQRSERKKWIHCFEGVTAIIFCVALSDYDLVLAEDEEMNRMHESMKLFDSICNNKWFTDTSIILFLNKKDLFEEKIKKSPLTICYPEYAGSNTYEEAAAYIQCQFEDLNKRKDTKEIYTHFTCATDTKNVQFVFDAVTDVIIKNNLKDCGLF
# GAA glycogen mod – alters human alpha-glucosidase cleavage of glycogen. P10253. recombinant GAA, glycogen substrate, Amplex Red glucose oxidase fluorescence. Potency, µM (highest dose often 76.4 µM), inactives show top-dose activity change, negative = inhibition, hits mostly inhibitors. hit rate 0.38% among 300,000. AID 2100;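 note: 0% = full enzyme reaction and -100% = no-enzyme basal signal; the screen sought inhibitors and activators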
#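 Recombinant enzyme (4 nM final) with compounds titrated up to 77 uM and bovine liver glycogen (30 ug) in citrate pH 5.0, 0.01% Tween-20, 37 C 40 min. Released glucose detected by Amplex Red/glucose oxidase (Ex 573/Em 610); AC50 from Hill fits.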
# IMPase Li cell – cell-permeable IMPase inhibitors with lithium potentiation; CHO-M1 cells, IP1 TR-FRET (IP-One), carbachol + lithium; Potency, µM (series often up to 59.4 µM), inactives show at the highest dose activity, negative = IMPase inhibition, most hits filed as inhibitors; hit rate 0.35% among 210,000; AID 1457;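 note: IP1 builds up when IMPase is blocked and the TR-FRET signal falls; plate controls were basal vehicle for no effect and high inhibitor control for full effect; nearly all actives have a fitted effect of over 50% in size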
#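 Steps: plate 2000 CHO-M1 cells per well and culture 16–30 h; add compound and lithium; incubate 30 min, 37C; add d2-IP1 tracer and Eu cryptate anti-IP1 antibody in lysis buffer; read after 10 min at room temperature.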
# HTT cytoprotect – cytoprotection in Huntington HTT-Q103 PC12 cell model | PC12 HTT-Q103 induced, cytoprotection, ATP luminescence, 40 h | Potency, µM (titrated, usually from 56.4 µM), for the others: cytoprotection (ATP increase), most hits filed as activators | hit rate 0.14% among 230,000 | AID 1471;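 note: % of control where 0% means no effect; nearly all actives have a fitted effect of over 45% in size; toxic huntingtin expression switched on by the ecdysone agonist tebufenozide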
#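 Compounds added alongside 100 nM tebufenozide, which induces toxic Q103 huntingtin exon 1-GFP in stable PC12 cells; surviving cells quantified by luminescent ATP measurement. Medium: phenol red-free DMEM, 5% equine and 5% calf serum.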
# * marks the source's active call; other numbers are inactive results; u = inconclusive; x = not tested or not shown; [ ] = another dose, or the depositor's remark. Unless noted, calls come from the whole dose curve; as a rule, active = well fitted curve in the direction sought with a large enough effect; inconclusive = small, poorly fitted or top-dose-only effect, or another doubt; inactive = no such curve, though single readings can be large; an effect the other way counts as inactive or inconclusive. Potency is the fitted concentration of half-maximal effect. These rows are one share of the data; rates above refer to the full screens.
SMILES,aGlu spleen mod,GAA inhib,HttQ103 aggreg,RGS12 GoLoco inh,GAA glycogen mod,IMPase Li cell,HTT cytoprotect
COc1cc(/C=C2\SC(=O)N(CCN)C2=O)ccc1OS(=O)(=O)c1cc(C)ccc1C,-12%,-6%,-12%,3%,1%,13%,-18%
O=C(O)C1=NOC(CNc2ncc(C(F)(F)F)cc2Cl)C1 (stereo not drawn),1%,4%,19%,-6%,10%,-1%,-50%[inhibitor]
CN1/C(=C\C(=O)COc2ccc3c(c2)OCO3)C(C)(C)c2ccccc21,-14%,-5%,22µM*,122%[activator],-3%,48%[activator][38.3 µM],-19%
OCC(CO)(CO)N=Cc1cc(Br)ccc1O,2%,-3%,-14%,16%,-13%,-11%[38.3 µM],-1%
Cc1cc2nc(SCC(=O)Nc3ccccc3C(=O)O)[nH]c2cc1C,-3%,2%,9%,9%,34%,1%,-8%[10 µM]
COc1ccc(Cc2nc(-c3ccc(NC(=O)c4cccnc4)cc3)no2)cc1,-1%,0%,-18%,2%,8%,4%[38.3 µM],-18%[1.9 µM]
Cc1cccc(C)c1NC(=O)CCCSc1nnc(N)s1,-3%,7%,23%,15%,-4%,-3%,-59%[inhibitor]
COC(=O)C1C(c2ccc(Cl)cc2)NC(c2ccc(Cl)cc2)C(C(=O)OC)S1(=O)=O (stereo not drawn),0%,-18%,3%,-5%,-13%,41%[activator][38.3 µM],9%
O=C(O)c1cccc(N(CCO)CCO)c1,2%,x,4%[9.22 µM],3%,1%,x,-9%[10 µM]
COc1ccc2c(c1)CCc1c(C(=O)Nc3ccc(OC)c(OC)c3)noc1-2,5%,4%,-7%,5%,5%,15%[38.3 µM],10%
CCCC(=O)Nc1nnc(-c2ccc3c(c2)OCO3)s1,4%,x,-26%[9.22 µM],11%,6%,x,2%[10 µM]
CCOCCCN1C(=O)CN(C2CCCCC2)C(=O)C1c1ccc(OC)c(OC)c1 (stereo not drawn),-8%,6%,10%,x,-2%,x,17%
COc1ccc(C2Nc3ccccc3C(=O)N2NC(=O)c2ccccc2)cc1OC (stereo not drawn),-2%,8%,3%,-1%,-4%,-6%,-15%
Cc1oc(-c2ccc(Cl)cc2)nc1CN1CCC(C(=O)NCc2cccs2)CC1,-8%,-2%,11%[9.22 µM],-1%,5%,17%[38.3 µM],0%
CC12C(=O)N(Cc3ccco3)C(=O)C1C1c3ccccc3C2c2ccccc21 (stereo not drawn),5%,-4%,16%,-11%,-8%,44%[38.3 µM],-4%
Cn1cc(C(=O)N2CCN(C(=O)c3ccco3)CC2)c2c3ccccc3n(C)c2c1=O,15%,u,22%,6%,-9%,-16%[38.3 µM],-8%
O=C(NCCCCCNC(=O)c1ccco1)c1ccco1,0%,1%,-2%,1%,11%,25%[38.3 µM],6%
COc1ccc(COCC(O)CN2CCC(C(N)=O)CC2)cc1 (stereo not drawn),3%,x,-14%[9.22 µM],3%,5%,x,18%[10 µM]
Cc1ccc2ccc(C)[n+](CCCS(=O)(=O)[O-])c2c1,5%,-2%,2%,7.9µM*,3%,0%,-30%[inhibitor]
O=C(CCC(=O)N/N=C/c1ccco1)N/N=C/c1ccco1,4%,-7%,4%[9.22 µM],5%,7%,x,-12%[10 µM]
CCOC(=O)COc1ccccc1-c1ccno1,0%,3%,15%,8%,-8%,9%[38.3 µM],-2%
CCC(CO)NCc1ccccc1OC(C)C (stereo not drawn),-1%,4%,-18%[9.22 µM],4%,18%,6%,11%[10 µM]
O=C(OCC(O)CN1CCCCC1)C12CC3CC(CC(C3)C1)C2 (stereo not drawn),-6%,-1%,6%[9.22 µM],4%,-4%,-6%[38.3 µM],-11%
Cc1nc(NCCc2ccccc2)c(C#N)c(C)c1[N+](=O)[O-],12%,3%,25%,4%,-1%,-5%,19%[10 µM]
COc1ccc(/C=N/NS(=O)(=O)c2ccccc2)cc1OS(=O)(=O)c1ccccc1,-3%,-1%,-6%,-11%,-14%,3%[38.3 µM],-11%

# Next part.
SMILES,aGlu spleen mod,GAA inhib,HttQ103 aggreg,RGS12 GoLoco inh,GAA glycogen mod,IMPase Li cell,HTT cytoprotect
CCOC(=O)C[n+]1c(C)csc1C,-4%,-7%,0%,5%,0%,-2%,x
O=C(CCNC(=O)Cn1ccc2ccccc2c1=O)NCCCN1CCN(c2ccc(F)cc2)CC1,-4%,-6%,9%,2%,-2%,9%[38.3 µM],-3%
Cc1ccccc1Cn1c([N+](=O)[O-])cnc1C,-5%,-10%,-3%,-2%,4%,-5%,21%[10 µM]
Cc1ccc(C)c(NC(=S)N(CCN(C)C)C(C)c2ccccn2)c1 (stereo not drawn),-5%,-1%,2%,3%,-2%,1%,1%
CCc1nnc(NC(=O)CSc2nc3c(c(=O)n2-c2ccccc2OC)SCC3)s1,-3%,-1%,-3%,28%,-12%,18%[38.3 µM],16%
CCCCNC(=O)CNC(=S)N(Cc1ccc(C)cc1)Cc1ccco1,-7%,-6%,17%,24%,-13%,-15%,-37%[inhibitor]
CCOc1ccc(/C(O)=C2/C(=O)C(=O)N(CC3CCCO3)C2c2ccco2)cc1 (stereo not drawn),1%,-3%,-3%,6%,7%,-26%,-7%[10 µM]
Cc1ccc(Cn2ccc(NC(=O)c3nn(C)cc3Cl)n2)cc1,2%,-3%,15%,8%,-3%,5%[38.3 µM],-45%[inhibitor]
COC(=O)COc1cc(Cl)c(C=O)cc1OC,2%,0%,5%[9.22 µM],0%,-16%,3%,48%
CSc1ccc(C(=O)C2CCCN(Cc3cccc4nccnc34)C2)cc1 (stereo not drawn),-1%,x,-16%[9.22 µM],10%,-10%,x,-5%[10 µM]
Cc1ccc(CN(Cc2cc3cc4c(cc3[nH]c2=O)OCCO4)Cc2nnnn2Cc2ccco2)cc1,2%,u,-12%,168%[activator],-5%,-9%[38.3 µM],1%
CCN(CC)C(=O)CSc1nc(N)c(C(=O)Nc2ccc(OC)cc2)s1,-20%,-9%,2%,11%,6%,2%,-4%[10 µM]
CCN(CC(=O)Nc1ccc2c(c1)OCCO2)Cc1cc(=O)oc2c(C)c(C)ccc12,-1%,1%,0%,2%,1%,12%[38.3 µM],-9%[10 µM]
COc1ccc2c(C)cc(SCC(=O)Nc3c(C)n(C)n(-c4ccccc4)c3=O)nc2c1,1%,-3%,19%,13%,7%,7%[38.3 µM],-36%
Nc1cc(S(=O)(=O)O)cc2ccc(S(=O)(=O)O)cc12,x,x,x,-5%[14.2 µM],x,0%,-8%[10 µM]
CC(=O)Nc1ccc(S(=O)(=O)N2CCN(c3cnn(C)c(=O)c3Cl)CC2)cc1,1%,-11%,-2%[9.22 µM],17%,1%,1%,-2%[10 µM]
COc1ccc(CNC(=O)C2CC(c3cccc(OC)c3)=NO2)cc1 (stereo not drawn),-3%,u,2%,-5%,u,-5%[38.3 µM],-13%
Cc1oncc1-c1csc(-c2ccccc2)n1,x,-3%,-17%,-1%,0%,-5%,-30%
COc1ccc(NC(=S)N2CCN(C(=O)c3ccccc3)CC2)cc1,-2%,-3%,-9%,7%,-13%,3%,-27%
CN(C)CCNC(=O)C12CC3(C)CC(C)(CC(C)(C3)C1)C2,1%,1%,-10%,4%,-3%,3%[38.3 µM],-8%
COCCNC(=O)COC(=O)c1[nH]c(C)c(C(C)=O)c1C,1%,-2%,19%,2%,4%,10%[38.3 µM],23%
O=C(CSc1nnc2c(n1)[nH]c1ccc(S(=O)(=O)N3CCOCC3)cc12)Nc1ccccc1Cl,-6%,-8%,11%,12%,2%,-23%,x
O=C(Nc1ccn(Cc2ccccc2)n1)c1n[nH]c([N+](=O)[O-])c1Cl,1%,-9%,14%,11%,5%,0%,x
O=C(CCN1C(=O)COc2ccccc21)NCCCN1CCc2ccccc2C1,-3%,-2%,4%,-5%,14%,-4%[38.3 µM],-14%[10 µM]
CC(C)(CNC(=O)C1CCCC1)CNC(=O)C1CCCC1,-8%,-5%,-10%,-3%,0%,33%[38.3 µM],-1%

# An excerpt of these results, as tab-separated lines.
Molecule	aGlu spleen mod	GAA inhib	HttQ103 aggreg	RGS12 GoLoco inh	GAA glycogen mod	IMPase Li cell	HTT cytoprotect
COc1ccc(CNC(=O)C2CC(c3cccc(OC)c3)=NO2)cc1 (stereo not drawn)	-3%	u	2%	-5%	u	-5%[38.3 µM]	-13%
Cc1oncc1-c1csc(-c2ccccc2)n1	x	-3%	-17%	-1%	0%	-5%	-30%

# Remaining list, next part:
SMILES,aGlu spleen mod,GAA inhib,HttQ103 aggreg,RGS12 GoLoco inh,GAA glycogen mod,IMPase Li cell,HTT cytoprotect
CN(C)/C(CN1CCOCC1)=C1\N=C(c2ccccc2)OC1=O,-12%,-10%,-10%,-1%,3%,-2%[38.3 µM],-77%[inhibitor]
O=C(Nc1cnn(Cc2ccc(Cl)cc2Cl)c1)c1noc2c1CCCC2,-23%,-8%,u,12%,-10%,13%,30%[10 µM]
CC1CC(C)CN(S(=O)(=O)c2cccc3cccnc23)C1 (stereo not drawn),0%,-10%[15.4 µM],-5%,2%,-11%,20%[38.3 µM],-7%
CN1CCN(Cc2cn[nH]c2-c2ccc(F)cc2F)[C@@H](c2ccccc2)C1,0%,7%,-21%[9.22 µM],5%,-2%,1%,-48%[inhibitor][10 µM]
O=C1CC(c2ccco2)Cc2c1cnn2-c1nc2ccccc2s1 (stereo not drawn),-9%,u,8%,-2%,-3%,13µM*,5%[10 µM]
COc1ccc(C2C(C(C)=O)=C(O)C(=O)N2CCCn2ccnc2)cc1OC (stereo not drawn),16%,-5%,20%,-10%,3%,5%[38.3 µM],-3%[10 µM]
CCCCc1nnc(NC(=O)C(C)Sc2nc(N)cc(=O)[nH]2)s1 (stereo not drawn),1%,4%,-21%,5%,-10%,32%[38.3 µM],-16%
CC(C)CNC(=O)C(=O)Nc1ccc(N(C)C)cc1,-1%,4%,8%,-32%,-1%,1%,u
Cc1ccc(N2CC(C(=O)NCc3cccs3)CC2=O)cc1 (stereo not drawn),5%,3%,-7%,2%,3%,-3%[38.3 µM],-24%
CCc1ccc(NC(=O)CSc2nnc(-c3n[nH]c4ccccc34)n2-c2ccccc2)cc1,3%,1%,20%,-3%,0%,-8%,-1%[10 µM]
CCOc1ccc(-c2nc3n(c(=O)c2C#N)CCS3)cc1,5%,0%,0%[9.22 µM],-2%,12%,-5%,7%[10 µM]
O=C(CCOc1ccccc1)NCC(c1ccco1)N1CCCCC1 (stereo not drawn),-20%,3%,3%,-3%,0%,44%[activator][38.3 µM],17%
